Assay outcomes from PubChem BioAssay.
SMN2 splice enh = SMN2 splice variant enhancement. HEK293 SMN2-luciferase splicing reporter, luminescence, 30-36 h. Potency, µM (top dose mostly 46.1 µM), for the others: at the top dose activity change, positive = activation, actives largely listed as activators. 2.8% of 210,000 active; further: % of control where 0% means no effect; nearly all actives have a fitted effect of over 55% in size
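qHTS luciferase splicing reporter: luminescence rises when SMN2 exon 7 is included in transfected HEK293 cells. Compound exposure lasted 30-36 h at 37C, with 4.5 mM final sodium butyrate as control, followed by a ONE-Glo read.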
LMNA splice mod = modulators of lamin A splicing; HeLa LMNA splicing GFP/RFP minigene ratio, 48 h; Potency, µM (highest dose often 46.1 µM), for the others: at the top dose ratio change, negative = inhibition, hits mostly inhibitors; 0.01% of 200,000 active; AID 1487; active means well fitted inhibition curve with a large enough effect in the signal ratio, with a control signal flat, not every such curve was filed as active; inconclusive means small, poorly fitted or top-dose-only effect, or effect the other way, or a change in a side signal; the % refers to the signal ratio; further: on the % scale 0 is the no-effect control and ±100 the full control effect
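S3 HeLa cells stably expressing lamin A-EGFP splicing minigene plus DsRed2, 600 cells/well, 48 h compound exposure at 37C. Laser-scanning cytometry; analysed as GFP (500-530 nm)/RFP (575-640 nm) total intensity ratio; 0.5% DMSO vehicle.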
TRb SRC2 PPI = inhibitors of human thyroid hormone receptor beta-SRC2 interaction; 0.065% of 280,000 active; AID 1469; TRbeta-SRC2 peptide binding, fluorescence polarization; receptor liganded with 1 µM T3; P10828; Potency, µM (titrated, usually from 106 µM), without a hit: at the highest dose activity change, negative = inhibition, hits mostly inhibitors;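 further: plate controls were bound peptide for no effect and peptide without receptor for full effect; nearly all actives have a fitted effect of over 50% in size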
Target sequence (P10828 whole entry, looked up): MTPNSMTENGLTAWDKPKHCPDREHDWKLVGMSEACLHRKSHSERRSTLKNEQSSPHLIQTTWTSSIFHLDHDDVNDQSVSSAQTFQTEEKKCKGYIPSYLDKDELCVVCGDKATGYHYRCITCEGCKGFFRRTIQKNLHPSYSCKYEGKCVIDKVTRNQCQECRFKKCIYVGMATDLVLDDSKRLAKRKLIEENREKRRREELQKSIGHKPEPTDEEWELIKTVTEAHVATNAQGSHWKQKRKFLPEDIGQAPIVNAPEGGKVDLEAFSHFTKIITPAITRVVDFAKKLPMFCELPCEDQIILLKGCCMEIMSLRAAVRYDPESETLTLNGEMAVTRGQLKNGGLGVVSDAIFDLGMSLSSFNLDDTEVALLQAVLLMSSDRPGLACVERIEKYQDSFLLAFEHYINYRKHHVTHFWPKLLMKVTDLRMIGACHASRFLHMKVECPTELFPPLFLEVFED
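Compounds were added to 0.6 uM TRb ligand-binding domain and 20 nM Texas Red-labeled SRC2 peptide in Tris buffer containing 1 uM T3, incubated 5 hr at ambient temperature, then read by fluorescence polarization.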
RECQ1 helicase = blocks DNA unwinding by human RECQ1. RECQ1 DNA unwinding, red fluorescence kinetic read. Potency, µM (titrated, usually from 57.3 µM), without a hit: top-dose activity, negative = inhibition, usual class: inhibitors. P46063. AID 2549. 0.54% of 240,000 active;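 further: plate controls were vehicle for no effect and no enzyme for full effect; nearly all actives have a fitted effect of over 30% in size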
Target sequence (P46063 whole entry, looked up): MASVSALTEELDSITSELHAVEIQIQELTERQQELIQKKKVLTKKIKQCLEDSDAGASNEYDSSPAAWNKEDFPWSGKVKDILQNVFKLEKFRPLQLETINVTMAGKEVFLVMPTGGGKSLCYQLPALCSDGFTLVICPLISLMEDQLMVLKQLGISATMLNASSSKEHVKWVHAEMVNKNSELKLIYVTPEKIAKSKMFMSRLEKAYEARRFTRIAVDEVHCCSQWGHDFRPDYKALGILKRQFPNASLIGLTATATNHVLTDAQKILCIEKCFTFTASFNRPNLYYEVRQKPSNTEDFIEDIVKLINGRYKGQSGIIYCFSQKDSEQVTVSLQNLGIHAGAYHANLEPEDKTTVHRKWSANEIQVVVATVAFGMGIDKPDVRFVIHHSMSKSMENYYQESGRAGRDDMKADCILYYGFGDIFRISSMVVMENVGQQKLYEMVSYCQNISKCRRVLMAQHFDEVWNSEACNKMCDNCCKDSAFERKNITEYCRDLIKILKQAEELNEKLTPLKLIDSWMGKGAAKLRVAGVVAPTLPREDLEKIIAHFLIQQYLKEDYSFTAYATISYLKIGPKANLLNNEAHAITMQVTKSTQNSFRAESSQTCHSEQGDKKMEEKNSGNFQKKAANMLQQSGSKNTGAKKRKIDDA
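50 nM RECQ1T1 preincubated 15 min with compound in Tris pH 8.0 buffer with MgCl2, DTT, Tween-20 and 2.5 ug/ml poly(dI-dC); started with 200 nM TAMRA/BHQ-2 forked duplex and 2 mM ATP. Unwinding read as fluorescence (525/598 nm), two reads 2 h apart.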
GoLoco inh red = RGS12 GoLoco-Gai1 interaction inhibition; 0.44% of 230,000 active; Gai1:RGS12 GoLoco peptide FP, rhodamine, 10 min; Potency, µM (series often up to 61.6 µM), without a hit: top-dose activity, negative = inhibition, hits mostly inhibitors; active means well fitted inhibition curve with a large enough effect, not every such curve was filed as active; inactive means no such curve, though single readings can be large or run the other way; further: on the % scale 0 is the no-effect control and ±100 the full control effect; nearly all actives have a fitted effect of over 30% in size; many of its hits are not listed in these tables
KDM4E inh = JMJD2E (human) inhibition | AID 2147 | 1.6% of 230,000 active | Potency, µM (titrated, usually from 57.1 µM), for inactives: at the highest dose activity change, negative = inhibition, actives largely listed as inhibitors | B2RXH2 | JMJD2E catalytic domain, FDH-coupled NADH fluorescence (FDH is formaldehyde dehydrogenase); active means well fitted inhibition curve with a large enough effect, not every such curve was filed as active; inconclusive means small, poorly fitted or top-dose-only effect, or another doubt; inactive means no such curve, though single readings can be large or run the other way;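 further: 0% = wells with enzyme and -100% = buffer wells without enzyme; nearly all actives have a fitted effect of over 50% in size; many of its hits are not listed in these tables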
TexasRed fluor = Texas Red fluorescence interference in TRb-SRC2 counter-screen; TRb/SRC2 Texas Red total fluorescence interference; Potency, µM (doses to about 106 µM), inactives show at the top dose fluorescence change, negative = quenching; 0.29% of 280,000 active; AID 1479; active means well fitted curve in either direction with a large enough effect; inconclusive means small, poorly fitted or top-dose-only effect; further: on the % scale 0 is the no-effect control and ±100 the full control effect
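Human TRb ligand-binding domain at 0.6 uM with 20 nM Texas Red SRC2 peptide in Tris buffer containing 1 uM T3 and 5% DMSO, incubated with compound 5 h at ambient temperature. Total fluorescence (555/632 nm) calculated as parallel + 2 × perpendicular.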
ALDH1A1 block = blocks purified human ALDH1A1 activity | P00352 | Purified ALDH1A1, NADH fluorescence, propionaldehyde substrate | Potency, µM (titrated, usually from 75.3 µM), for the others: at the top dose activity, negative = inhibition, most hits filed as inhibitors | 7.3% of 220,000 active | AID 1030; active means well fitted inhibition curve with a large enough effect, not every such curve was filed as active; inconclusive means small, poorly fitted or top-dose-only effect, or another doubt; inactive means no such curve, though single readings can be large or run the other way;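 further: plate controls were no enzyme wells and a reference inhibitor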
* hit, by the source's call; i = inactive; u = inconclusive; x = no result given; & = joins results of further samples; [ ] = another dose, or the depositor's remark. Unless noted, the call rests on the fitted dose curve; in most records, active means well fitted curve in the direction sought with a large enough effect; inconclusive means small, poorly fitted or top-dose-only effect, or another doubt; inactive means no such curve, though single readings can be large; an effect the other way counts as inactive or inconclusive. Potency means the concentration at half of the fitted maximal effect. Only part of the results is shown (hit frequency here may not be typical).

SMILES	SMN2 splice enh	LMNA splice mod	TRb SRC2 PPI	RECQ1 helicase	GoLoco inh red	KDM4E inh	TexasRed fluor	ALDH1A1 block
O=c1c2ccccc2c(-c2ccccc2)nn1-c1ccc(Cl)c(Cl)c1	-23%	14%	-9%	-5%	6%	u	-3%	u
COc1cccc(C(=O)NC(=S)NCc2ccco2)c1	u	0%	-3%	-1%	-1%	-7%	-3%	u
O=C(Nc1cccc(NC(=O)c2cccs2)c1)c1ccc([N+](=O)[O-])o1	x	x	-5%	-4%	1%	-11%	-1%	x
O=C(O)c1cccc(CN2C(=O)SC(Nc3cccc4ccccc34)C2=O)c1 (stereo not given)	x	x	-16%	-7%	7%	5%	-1%	u
COc1ccc(C(=O)COC(=O)CN2C(=O)C3C4C=CC(C4)C3C2=O)cc1 (stereo not given)	u	1%	-1%	-4%	9%	12%	-4%	u
O=C(Cc1ccc(Br)cc1)Nc1ccc(S(=O)(=O)NCC2CCCO2)cc1 (stereo not given)	-46%[inhibitor]	u	6%	11%	5%	15%	0%	-12%
O=C(NNC(=S)Nc1ccc(Br)cc1Cl)c1ccco1	13µM*	u	-21%	-5%	6%	5%	-2%	13µM*
CCN(CC)c1ccc(S(=O)(=O)N2CCOCC2)cc1NS(C)(=O)=O	2%	u	-6%	i	10%	u	-5%	-4%
COC(=O)c1sccc1-n1cccc1C(=O)NCc1ccccc1	1%	9%	1%	-2%	-8%	2%	4%	4%
CCC(Oc1ccc2c(=O)c(-c3ccccc3OC)coc2c1)C(=O)OCc1ccccc1 (stereo not given)	-13%	-4%	4%	-3%	-4%	-3%	-4%	0%

Entries from the list above with a furan ring, fused or not (three):
SMILES	SMN2 splice enh	LMNA splice mod	TRb SRC2 PPI	RECQ1 helicase	GoLoco inh red	KDM4E inh	TexasRed fluor	ALDH1A1 block
COc1cccc(C(=O)NC(=S)NCc2ccco2)c1	u	0%	-3%	-1%	-1%	-7%	-3%	u
O=C(Nc1cccc(NC(=O)c2cccs2)c1)c1ccc([N+](=O)[O-])o1	x	x	-5%	-4%	1%	-11%	-1%	x
O=C(NNC(=S)Nc1ccc(Br)cc1Cl)c1ccco1	13µM*	u	-21%	-5%	6%	5%	-2%	13µM*

Continuation.
SMILES	SMN2 splice enh	LMNA splice mod	TRb SRC2 PPI	RECQ1 helicase	GoLoco inh red	KDM4E inh	TexasRed fluor	ALDH1A1 block
CCc1ccc(Cn2nnc(C(=O)Nc3cccc(C)c3)c2N)cc1	1%	-1%	-9%	-5%	2%	u	-2%	2%
Cc1nc2ccccc2n1CC(=O)NCCN1CCCC1	20%	-7%	-11%	i	10%	1%	0%	1%
CCSc1nc(C(F)(F)F)cc(=O)n1-c1ccccc1	-11%	-2%	1%	i	-1%	-11%	0%	18%
Cc1cccc(NC(=O)CSc2nnc(-c3ccco3)n2CC2CCCO2)n1 (stereo not given)	x	3%[46 µM]	3%	-4%	14%	-3%	-1%	u
O=C(Nc1nc2ccccc2[nH]1)c1ccccc1F	x	u	1%	1%	3%	6%	-3%	2%
Cc1ccc(-c2csc3nnc(SCC(=O)NCc4ccco4)n23)cc1	-4%	-12%	-6%	-4%	8%	4%	3%	-9%
O=C(Nc1ccc2c(c1)OCO2)N1CCCc2ccccc21	x	x	-3%	-8%	-1%	-1%	-1%	x
Cc1nc2ncnn2c(C)c1CCC(=O)NCc1ccco1	-5%	9%	-1%	-8%	6%	-1%	-3%	-4%
Cc1cc(C(=O)Nn2cnc3ccccc3c2=O)ccc1[N+](=O)[O-]	2%	x	0%	i	6%	7%	-5%	u
O=C(NC1CC1)C1=C[C@H](c2ccc(Br)cc2)C[C@H](OCc2ccc(CO)cc2)O1	x	x	10%	i	-7%	0%	0%	x
Brc1cnc2nc[nH]c2c1	x	x	-6%	-10%	2%	1%	-7%	x
NC(=O)CC[C@H](N)C(=O)O	10%&-2%	-5%&-6%	1%&1%	0%&-3%	12%&3%	4%&-8%	0%&-1%	11%&11%
O=c1c2c3c(sc2nc2sc(CN4CCOCC4)cn12)CCCC3	u	20%	-4%	-4%	-23%	5%	-7%	u
CCOC(=O)NC(c1ccccc1)C1CCCCC1=O (stereo not given)	4%	5%	-19%	-23%	5%	7%	2%	-3%
COc1ccc(CC(=O)N/N=C/C=C/c2cccc([N+](=O)[O-])c2)cc1OC	x	x	2%	-10%	6%	-11%	-3%	-19%
COc1ccc2[nH]cc(C(O)CN3CCC(C(N)=O)CC3)c2c1 (stereo not given)	-11%	-1%	3%	-9%	7%	4%	-1%	4%
C/C(=N\NC(=O)c1cccc(Cl)c1)c1cccc(NC(=O)c2ccco2)c1	8%	-1%	0%	-1%	4%	-6%	-4%	-4%
CCOC(=O)c1oc2c(CN3CCN(C)CC3)c(O)ccc2c(=O)c1-c1ccccc1OC	-12%	-10%	-1%	-2%	5%	4%	-1%	-13%
CCc1nnc(NC(=O)CSc2nnc(Cc3cc(=O)[nH]c(=O)[nH]3)n2-c2cccc(OC)c2)s1	u	15%[9.22 µM]	3%	-2%	1%	-2%	-1%	u
CC1(C)CC(=O)C2=C(C1)OC(N)=C(C#N)C2c1cn(-c2ccccc2)nc1-c1ccccc1 (stereo not given)	3%	u	4%	-6%	6%	1%	-3%	-7%
Nc1cccc(C2=Nc3cccc4cccc(c34)N2)c1	-16%[1.84 µM]	u	1%	-2%	-17%	-14%	3%	-11%
CCN(CC)c1nc(C)nc2c1cnn2CCc1ccccc1	22µM*	-5%	5%	4%	-1%	3%	0%	u
CCCCC/C=C\C/C=C\C[C@H](O)/C=C/C=C\CCCC(=O)O	12%	x	5%	i	3%	3%	-1%	0%
C/C(=N\NC(=O)CCC(=O)Nc1ccc(C)c(C)c1)c1cccs1	6%	-2%[46 µM]	-5%	i	11%	-3%	0%	2%
NC(=O)NC(=O)COC(=O)c1ccc(OC(F)F)cc1	2%	-4%[46 µM]	3%	i	5%	6%	2%	8%
CCOc1ccccc1CN1CCN(CCCn2cccn2)CC1CCO (stereo not given)	0%	10%[46 µM]	3%	i	5%	3%	0%	11%
Cc1cc(NC(=O)C(C)C)ncc1NC(=O)c1cccc(F)c1	-5%	0%	-15%	i	7%	2%	-3%	12%
N#CC1(C#N)C(C(N)=O)C1c1ccccc1 (stereo not given)	3%	1%	4%	9%	7%	4%	-9%	-10%
O=C(NN1CCOCC1)c1cc(-c2ccc(Br)s2)nc2ccccc12	6%	8%[46 µM]	-3%	-10%	24%	u	-2%	-8%
COc1ccc(C(=O)Oc2ccc(/C=N/O)cc2)cc1	-8%	-2%	-15%	i	3%	-4%	-1%	3%
Fc1cccc(Cn2ccc(-c3ccc4c(c3)OCO4)n2)c1	u	-8%	-19%	-18%	-1%	-9%	-2%	-1%
Cc1ccnc(NC(=O)c2cc3c(=O)oc4ccc(C)cc4c3s2)c1	x	x	-4%	12%	3%	u	-1%	x
COc1ccccc1-c1nn2c(C3COc4ccccc4O3)nnc2s1 (stereo not given)	3%	u	-1%	-9%	-2%	u	-2%	u
Cc1[nH]c2ccccc2c1C(=O)COC(=O)c1ccc[n+]([O-])c1	x	x	-3%	-12%	9%	3%	-3%	x
Cc1ccc(-n2ncc3c(=O)n(CC(=O)N4CCN(c5ccccc5)CC4)cnc32)cc1	-8%	2%[46 µM]	7%	-3%	20%	u	-1%	-14%
COc1cc(/C=N/NC(=O)c2ccc(=O)[nH]n2)ccc1O	18%	-9%	-3%	-12%	-1%	1%	-7%	-10%
COc1cccc(NC(=O)/C=C/c2ccc([N+](=O)[O-])cc2)c1	x	x	4%	-4%	-4%	-13%	-1%	x
Cc1ccc(C)c(NC(=O)c2ccc3ccccc3n2)c1	14µM*	6%	1%	-12%	-13%	-7%	-3%	17%
COc1ccc(OC)c(C2N(c3cc(C)on3)C(=O)C3CCCN32)c1 (stereo not given)	-3%	17%	3%	-6%	1%	-7%	-1%	1%
COc1ccc(N2CCN(Cc3cc(=O)oc4cc(C)c(Cl)cc34)CC2)cc1	-5%	-1%	-2%	3%	5%	-9%	-6%	u
Cc1ccccc1C(=O)NC(=S)NCCN1CCOCC1	11%	5%	1%	i	-5%	2%	0%	11%
CN1CCc2nc(SCc3ccc(C(C)(C)C)cc3)c(C#N)cc2C1	-13%	4%	2%	-11%	6%	u	-2%	0%
Cc1cc(C)n(C(=O)c2c([N+](=O)[O-])c(C)nn2C)n1	-2%	2%	-4%	2%	9%	2%	-2%	-4%
Cn1c(SCC(=O)c2ccccc2)nnc1-c1ccco1	14%	-15%	0%	-4%	9%	-3%	1%	u
Fc1cc(NCc2ccccc2)nc(NCc2ccccc2)n1	1%	u	-11%	-5%	-16%	8%	1%	-2%
CC(C)CN(C)C(=O)CCc1nnc(Cc2cccc(C(F)(F)F)c2)o1	x	-4%[46 µM]	-2%	-9%	8%	-18%	-1%	3%
Cc1cc(O)c(Oc2cc(C)cc(O)c2O)c(O)c1	x	x	-1%	13µM*	-12%	13µM*	0%	8.9µM*
COCCCNC(=S)NCCNc1nc2c(C)c(C)ccc2cc1C#N	x	2%[46 µM]	-10%	-24%	6%	u	-1%	u
O=C1c2cccc([N+](=O)[O-])c2C(=O)N1c1c[nH]c(=O)[nH]c1=O	3%	x	0%	-14%	3%	1%	-2%	8%
COCCCNc1nc(N)c([N+](=O)[O-])c(Nc2cc(OC)ccc2OC)n1	x	x	0%	i	-3%	6%	0%	x
O=C(OCC1CC(c2ccccc2)=NO1)c1ccc(Br)cc1 (stereo not given)	u	u	-1%	1%	5%	-5%	-2%	1%
O=C(Nc1ccc(Br)cc1)c1cccnc1N1CCOCC1	x	u	-3%[53 µM]	8%	8%	13%	-1%[53 µM]	3%
COc1cc(OC)c2c(c1)OC(=O)CC2c1ccc2c(c1)OCO2 (stereo not given)	x	x	-6%	-17%[81.1 µM]	9%[88.7 µM]	x	-4%	u
